# EBI2 block = EBI2 (human) antagonism. P32249. EBI2 beta-arrestin recruitment, luminescence, 7a,25-OHC stimulated. inhibition, % at 5 µM. 360,000 compounds, 0.81% hits. AID 651636; in the data active = inhibition above about 38%;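 also: enzyme fragment complementation signal reports receptor beta-arrestin coupling in cells; 0% = agonist plus DMSO wells and 100% = wells without agonist; some results beyond the cut were filed as inactive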
# Target sequence (P32249 whole entry, looked up, the tested form may be a part): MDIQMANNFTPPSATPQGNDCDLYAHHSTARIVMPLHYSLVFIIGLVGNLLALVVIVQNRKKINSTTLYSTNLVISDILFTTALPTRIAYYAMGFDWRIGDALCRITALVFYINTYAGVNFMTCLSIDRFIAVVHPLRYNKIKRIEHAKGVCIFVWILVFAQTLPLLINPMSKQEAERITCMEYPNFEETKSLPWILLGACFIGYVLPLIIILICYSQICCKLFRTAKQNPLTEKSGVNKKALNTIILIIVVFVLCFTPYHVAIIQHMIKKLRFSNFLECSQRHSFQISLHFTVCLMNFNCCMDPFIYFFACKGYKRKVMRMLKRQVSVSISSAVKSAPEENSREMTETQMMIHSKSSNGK
# UPR CHOP act = activators of apoptotic arm of unfolded protein response (CHOP); CHO-CHOP luciferase reporter, UPR activation, luminescence; percent of tunicamycin response over DMSO baseline; activation, % at 10 µM; AID 449763; 330,000 compounds, 0.34% hits;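 active = at 10 µM dose, activation of 40% or more, normalized to positive control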;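 also: 100% = tunicamycin at 10 µg/mL and 0% = DMSO alone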
#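 Evaluation: % reporter activation, DMSO baseline versus tunicamycin full activation; System: CHO-CHOP luciferase reporter cell line; Input: 500 cells/well; Incubation: 6 h compound treatment, 37 °C; Measured by: Steady-Glo luciferase luminescence; Dosing: one dose, 10 µM in 0.5% DMSO; Buffer or medium: F12 medium, 10% FBS; Benchmarks: positive tunicamycin 10 µg/mL, negative DMSO alone.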
# CCR6 antag = blocks CCL20-driven beta-arrestin recruitment at human CCR6; 340,000 compounds, 0.49% hits; P51684; AID 493098; CHO-K1 CCR6 PathHunter beta-arrestin, luminescence, CCL20-stimulated; inhibition, % at 20 µM;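 active = compounds whose inhibition of the agonist-driven luminescence signal at 20 µM reaches about 50%, limit read from the data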;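 also: cells stimulated with CCL20 at 14 nM final; plate controls were DMSO with CCL20 for no effect and DMSO without agonist for full effect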
# Target sequence (P51684 whole entry, looked up): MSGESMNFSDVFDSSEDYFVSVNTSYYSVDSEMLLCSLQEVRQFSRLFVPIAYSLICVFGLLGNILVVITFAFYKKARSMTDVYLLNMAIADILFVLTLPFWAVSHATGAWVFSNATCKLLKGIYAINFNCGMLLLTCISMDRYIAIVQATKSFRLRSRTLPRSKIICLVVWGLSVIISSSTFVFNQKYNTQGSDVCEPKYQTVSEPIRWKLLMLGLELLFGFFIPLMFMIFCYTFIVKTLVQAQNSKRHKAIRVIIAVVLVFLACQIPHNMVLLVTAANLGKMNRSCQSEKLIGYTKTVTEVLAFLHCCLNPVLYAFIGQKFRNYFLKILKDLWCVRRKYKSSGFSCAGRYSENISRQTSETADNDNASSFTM
# Mdm2 MdmX PPI = inhibitors of human Mdm2/MdmX interaction; SaOS-2 split-luciferase Mdm2/MdmX complementation, luminescence; AID 485346; inhibition, % at 8 µM; 330,000 compounds, 3% hits; O15151+Q00987;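 active = inhibition of at least 50% at 8 µM in the primary screen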
# APJ ag = APJ receptor agonism; CHO-K1 APJ PathHunter beta-arrestin, luminescence; 0% DMSO wells, 100% apelin; activation, % at 20 µM; 330,000 compounds, 0.11% hits;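 active = activation more than six SD over the plate average, tested at 20 µM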;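 also: 0% = DMSO alone and 100% = apelin-13 at 10 nM; some results filed as inactive read as strong as hits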
#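 Assay system – PathHunter CHO-K1 APJ (AGTRL-1) beta-arrestin reporter cells · Compound – one dose, 20 µM compound, 1% DMSO · Timing – compound 90 min 25 °C, reagent 1 h · Measured by – luminescence from split beta-galactosidase complementation, Galacton Star/Emerald II substrate · Measure – beta-arrestin recruitment to APJ as agonist activity, luminescent signal · Benchmarks – DMSO vs Apelin-13 10 nM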
# UPR XBP1 act = adaptive UPR (XBP1) activation; activation, % at 20 µM; 330,000 compounds, 0.33% hits; CHO-XBP1 luciferase reporter, IRE1-XBP1 UPR activation, luminescence; percent of tunicamycin response, DMSO as zero;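 active = versus positive control, 20 µM dose yields 30% or more activation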;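 also: 100% = tunicamycin at 10 µg/mL and 0% = DMSO only wells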
#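 Assay system: IRE1-XBP1 luciferase reporter CHO line. Input: 1000 cells/well. Buffer or medium: F12 with 10% serum. Doses: 20 µM, 1% DMSO. Times: overnight seeding at 37 °C, 6 h compound treatment at 37 °C. Technique: Steady-Glo luciferase glow luminescence, 10 min after reagent addition.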
# APJ antagonist = APJ receptor antagonism; P35414; CHO-K1 APJ beta-arrestin complementation, luminescence; inhibition, % at 20 µM; 330,000 compounds, 0.32% hits;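 active = inhibition above about 40% at 20 µM, limit read from the data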;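 also: cells challenged with 10 nM apelin-13 agonist together with compound; plate controls were apelin-13 plus DMSO wells for no effect and DMSO wells lacking apelin-13 for full effect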
# tim23-1 inh = growth inhibitors of tim23-1 mutant yeast | S. cerevisiae tim23-1 growth, BacTiter-Glo luminescence, 24 h | inhibition, % at 20 µM | 330,000 compounds, 1.3% hits | AID 463212;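 active = growth inhibition of the mutant yeast at or above 50%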;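 also: temperature-sensitive mutant grown at 25 °C; plate controls were DMSO-treated mutant yeast for no effect and medium wells lacking yeast for full effect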
# CXCR6 block = blocks human CXCR6 beta-arrestin recruitment; CHO-K1 PathHunter CXCR6 beta-arrestin, luminescence; inhibition, % at 20 µM; AID 602244; 360,000 compounds, 0.36% hits; O00574; in the data active = inhibition above about 34%, passing the limit was not always enough;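 also: antagonist mode with CXCL16 agonist at 10 nM final; 0% = 10 nM CXCL16 with DMSO and 100% = unstimulated wells without agonist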
# Target sequence (O00574 whole entry, looked up): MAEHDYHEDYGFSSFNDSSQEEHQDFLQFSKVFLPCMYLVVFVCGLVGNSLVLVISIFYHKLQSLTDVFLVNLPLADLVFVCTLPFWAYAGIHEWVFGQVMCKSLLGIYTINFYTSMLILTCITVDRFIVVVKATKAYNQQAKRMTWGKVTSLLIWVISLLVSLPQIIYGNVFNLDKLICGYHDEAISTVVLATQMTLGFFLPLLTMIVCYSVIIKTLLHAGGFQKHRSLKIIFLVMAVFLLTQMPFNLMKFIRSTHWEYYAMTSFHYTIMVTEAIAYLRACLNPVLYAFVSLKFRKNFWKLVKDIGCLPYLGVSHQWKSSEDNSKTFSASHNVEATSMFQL
# The depositor's hits bear a star. The list is partial (hit frequency here may not be typical).
Compound	EBI2 block	UPR CHOP act	CCR6 antag	Mdm2 MdmX PPI	APJ ag	UPR XBP1 act	APJ antagonist	tim23-1 inh	CXCR6 block
Cc1csc2nc(O)c(C(=O)NC3CCCCC3C)c(=O)n12 (stereo unspecified)	-6.5	1.0	-7.4	21.5	-1.7	1.2	15.9	66.5*	-0.6
COc1cc(C(=O)OCCNC(=O)c2cccnc2)cc(OC)c1OC	2.6	-1.7	2.8	11.1	-3.6	2.7	1.5	6.5	7.2
Cc1ccc(NC(=O)COC(=O)C2CC3C=CC2C3)cc1S(=O)(=O)N1CCCCC1 (stereo unspecified)	0.8	2.9	22.9	30.9	1.0	-1.1	1.6	-4.7	-9.7
O=C(NCc1ccccn1)c1cc(S(=O)(=O)N2CCCCC2)ccc1Cl	-4.1	-1.6	2.8	13.0	-2.4	1.0	-30.8	24.9	5.2
COc1cc(C(=O)OCC(=O)NC2CCCC2)cc(NC(=O)c2ccco2)c1OC	3.9	-0.8	10.0	16.7	0.1	-1.0	-8.0	2.2	10.2
CCCn1c(=O)c(-c2ccccc2)c(O)c2ccccc21	0.5	0.7	-17.8	-2.1	-2.3	-0.8	7.3	-24.1	-4.6
Cc1ccc(C2/C(=C(/O)c3ccccc3)C(=O)C(=O)N2CCN2CCOCC2)o1 (stereo unspecified)	-8.4	-1.7	-3.9	14.1	-3.3	-0.2	4.3	-17.1	5.5
Cc1ccc(-c2nc3ccccc3nc2NN)cc1	2.8	3.0	22.6	-96.7	0.6	-3.7	-8.6	22.3	3.2
CCOc1ccc(OCC)c(NC(=O)C(NS(=O)(=O)c2ccc3c(c2)oc(=O)n3C)C(C)C)c1 (stereo unspecified)	10.3	0.8	13.5	13.9	-1.8	-0.7	-25.0	-3.9	-3.7
COc1ccccc1C(=O)C1CCCN(C(=O)c2ccccc2Cl)C1 (stereo unspecified)	-4.3	-1.4	6.4	13.6	-3.4	-5.6	6.4	24.6	1.5
O=C1CN(C(=O)CSc2nc3ccccc3c(=O)n2CC2CCCO2)c2ccccc2N1 (stereo unspecified)	3.9	-0.4	14.6	-19.4	-1.2	-1.6	8.8	6.8	-1.3
COc1ccccc1C(=O)Nc1nnc(SCC(=O)NCc2ccco2)s1	-1.6	1.2	9.0	-57.8	-1.8	-3.5	15.0	23.0	0.5
CC(C)N(C)C1CCN(S(=O)(=O)c2ccc(-c3ccc(=O)[nH]n3)s2)CC1	-3.7	-2.5	-7.2	-5.7	13.6	-0.9	-8.8	2.9	-3.8
O=Cc1c(NCCCN2CCCC2=O)c2ccccc2[nH]c1=O	18.9	-2.5	10.7	31.0	-1.7	-5.1	13.3	8.6	4.5
O=S(=O)(c1cccc(-c2n[nH]c(=S)o2)c1)N1CCOCC1	10.5	-1.3	15.3	-4.7	-0.3	1.6	-7.4	4.5	2.9
CCN(CC)S(=O)(=O)c1ccc(NC(=O)C(C)N(c2ccccc2)S(C)(=O)=O)cc1 (stereo unspecified)	-8.8	-2.6	14.0	4.3	4.7	-5.4	0.5	-2.1	4.4
Cc1nn(-c2ccccc2)c(N)c1C1(O)C(=O)Nc2ccc([N+](=O)[O-])cc21 (stereo unspecified)	-0.9	-1.7	4.4	-5.0	-0.8	-1.4	-2.8	5.8	-24.3
Cc1cc(NC(=O)c2c([N+](=O)[O-])cnn2C)no1	-1.9	0.2	-9.3	-8.4	-2.3	-0.5	2.1	-1.4	-2.5
Cc1ccc(Nc2nc(CSc3nnc(-c4cccnc4)n3-c3ccccc3F)cs2)cc1	-2.8	1.8	11.7	12.0	-1.1	-2.3	-1.2	28.6	-7.1
O=C(Cn1c(=O)sc2ccccc21)Nc1ccc2c(c1)OCCO2	-3.2	1.1	10.9	-19.6	-4.8	-0.8	6.1	-10.9	-5.0
c1ccc(CCCCN2C(Nc3ccccc3)=NC[C@@H]2Cc2ccccc2)cc1	-8.4	1.8	19.7	34.2	-6.4	0.1	11.2	-1.4	4.6
CN(Cc1ccccc1)C(=O)CC(=O)N(C)Cc1ccccc1	-4.4	3.3	11.6	8.0	1.8	7.3	2.3	5.4	0.1
CCC(=O)Nc1cc2nn(-c3ccccc3)nc2cc1Cl	9.5	-2.1	5.8	-242.5	9.3	-1.5	8.8	17.8	1.5
CCOC(=O)C1=C(CC)Nc2ccccc2N=C1NC(=O)c1cccc(S(=O)(=O)N2CCCC2)c1	3.6	-0.9	2.0	12.0	-3.8	-3.3	11.8	14.1	10.7
CCCCOc1ccc(NC(=O)CN2CCN(Cc3ccccc3)CC2)cc1	-10.9	-1.0	-17.5	25.5	-0.9	-0.5	0.3	17.7	1.8
C=CCn1c(SCC(=O)N(C)C)nc2cc(C(=O)O)ccc2c1=O	-8.5	-1.3	14.5	6.0	-0.2	0.4	-1.4	5.1	-3.6
CCn1c2ccccc2c2cc(NC(=O)C(=O)NCC3CCCO3)ccc21 (stereo unspecified)	4.7	2.2	-0.7	29.6	-2.3	8.4	-0.6	9.9	7.5
Cc1ccc(-n2nnnc2SCC(=O)N2CCCCC2)cc1	0.3	-1.1	14.0	-18.0	-1.7	4.9	9.4	13.3	2.0
COc1ccc(C(=O)CC(=O)c2ccc(OC)cc2)cc1	-0.9	2.0	7.2	33.8	-2.4	-2.4	2.1	5.9	-0.8
O=C(NCc1ccccc1)[C@@H]1CSC2c3ccccc3C(=O)N21 (stereo partly specified)	-4.7	1.6	3.4	-1.2	-3.6	0.3	-7.2	12.0	-8.7
CCOC(=O)c1ccc(COC(=O)CCc2nc(-c3ccccc3)c(-c3ccccc3)o2)cc1	14.2	2.8	-0.6	21.8	-5.4	-3.2	9.5	8.8	1.8
Cn1c(=O)c2c(nc(CN3CCN(c4ccccc4)CC3)n2Cc2c(F)cccc2Cl)n(C)c1=O	14.1	-0.6	12.2	12.6	-2.9	-0.5	6.4	11.1	12.8
O=C(CSc1nc(CCC2CCCC2)nc2ccccc12)NCc1ccc2c(c1)OCO2	22.1	0.0	16.4	24.3	-2.2	3.1	-9.0	10.5	12.2
COCCCn1c(CCC(=O)O)ccc1-c1cccs1	0.7	-2.4	-0.8	11.3	1.5	-1.2	-2.5	7.4	0.2
O=C(COC(=O)/C=C/c1ccc(S(=O)(=O)N2CCOCC2)cc1)Nc1ccccc1F	1.0	0.6	5.8	5.0	-1.7	-2.2	12.5	22.3	4.5
O[C@@H]1CN(Cc2ccc(-n3cccn3)cc2)CC[C@H]1N1CCN(c2ccccc2F)CC1	4.3	0.2	10.9	13.7	5.7	-1.8	-20.6	4.6	-3.5
COc1ccc(S(=O)(=O)N(C)CC(=O)N2CCC(C)CC2)cc1Cl	0.4	-1.2	4.6	8.6	2.2	-1.3	-13.6	22.7	-9.5
COc1ccc(CSCCN)cc1Cl	-3.1	1.8	1.2	6.0	4.8	-1.8	3.1	27.4	7.4
COc1ccc(OC)c(C(=O)CSc2nnc(-c3cccs3)o2)c1	-7.8	-0.2	1.5	-2.8	-3.4	2.0	3.9	20.9	-8.0
CC(C)(C)N1CC(C(=O)Nc2cccc(Cl)c2Cl)CC1=O (stereo unspecified)	5.0	1.0	9.2	5.0	-3.2	-5.4	4.1	19.4	-3.5
CC(C)Oc1ccc(/C(O)=C2/C(=O)C(=O)N(Cc3cccnc3)C2c2ccco2)cc1 (stereo unspecified)	-3.2	3.5	0.7	15.5	-4.3	-2.2	6.3	-3.4	-7.1
O=C(CCNC(=O)c1ccc(Br)cc1)Nc1ccccc1N1CCCCC1	21.7	-1.1	12.4	-7.3	-4.3	1.0	-4.9	37.4	4.5
O=C(COC(=O)COc1ccccc1F)Nc1cccc(S(=O)(=O)N2CCCCC2)c1	5.1	-0.4	-5.3	25.0	-3.0	-0.3	-8.7	9.2	-2.4
C=CCn1c(NCc2ccc(OC)cc2O)nc2ccccc21	0.4	1.8	9.2	-9.4	-1.7	2.9	0.7	12.9	4.0
Cc1ccc(NC(=O)CSc2ccccc2)cc1S(=O)(=O)N1CCCCC1	9.4	-0.7	9.1	18.7	1.2	-2.2	-14.4	29.7	-6.5
C[C@@H](C(O)c1ccccc1)N(C)C(=O)CCc1ccccc1 (stereo partly specified)	-1.3	0.6	6.4	-15.7	-2.8	-3.8	17.3	1.0	-18.6
CCOC(=O)C1(CCCc2ccccc2)CCN(C(=O)COC)CC1	-5.2	2.4	17.3	15.2	-1.0	-3.9	-5.6	1.7	-5.3
COc1ccccc1NC(=O)CCN1CC(C)OC(C)C1 (stereo unspecified)	-9.8	-3.4	-31.1	18.0	-1.8	1.0	-8.9	-4.2	-3.3
O=C(Nc1nc(COc2ccccc2)cs1)C12CC3CC(CC(C3)C1)C2	26.6	2.2	34.2	-39.3	-3.8	3.8	-1.5	44.5	0.2
Cc1ccc(S(=O)(=O)/N=C(\Sc2ccccc2)c2ccccc2)cc1	0.9	3.1	-7.5	16.7	-1.6	10.8	20.2	52.3*	8.6
CCOC(=O)Nc1ccc2c(c1)N(C(=O)N(CC)CC)c1ccccc1CC2	18.4	-0.5	22.3	3.2	-3.8	1.2	14.5	27.8	7.0
Cc1ccccc1C(=O)N=c1ccn(-c2nc3ccccc3nc2NS(=O)(=O)c2ccc(F)cc2)cc1	-2.5	0.5	13.2	14.2	-8.1	-3.4	0.1	1.1	6.9
Cc1ccc(C(=O)Nc2cccc(NC(=O)c3ccc(C)cc3)n2)cc1	-0.5	0.9	-1.2	29.6	-3.5	0.2	7.6	-6.3	-7.0
O=C(CSc1ncn(-c2ccccc2)n1)Nc1nc(-c2ccccc2)cs1	15.5	0.9	10.5	10.4	-2.5	0.9	8.0	-23.4	-4.9
Cc1ccc(S(=O)(=O)N(C)CC(=O)Nc2ccc3c(c2)OCO3)cc1	-8.9	-0.2	-1.5	17.4	0.8	1.9	-13.0	17.5	-3.3
CCOC(=O)Cn1nnnc1CN(Cc1cccs1)Cc1cc2cc(C)ccc2[nH]c1=O	-0.9	-2.4	-1.5	5.5	-1.4	-0.3	-1.1	12.4	-1.2

# An excerpt of these results, with values under each structure:
# Value order – EBI2 block	UPR CHOP act	CCR6 antag	Mdm2 MdmX PPI	APJ ag	UPR XBP1 act	APJ antagonist	tim23-1 inh	CXCR6 block
> Cc1ccc(S(=O)(=O)N(C)CC(=O)Nc2ccc3c(c2)OCO3)cc1
→ -8.9	-0.2	-1.5	17.4	0.8	1.9	-13.0	17.5	-3.3
> CCOC(=O)Cn1nnnc1CN(Cc1cccs1)Cc1cc2cc(C)ccc2[nH]c1=O
→ -0.9	-2.4	-1.5	5.5	-1.4	-0.3	-1.1	12.4	-1.2

# Source: PubChem
